Bioassay records deposited in PubChem by National Center for Advancing Translational Sciences (NCATS).
Pf Dd2 inh: qHTS Primary assay for Inhibitors of Plasmodium falciparum Dd2 growth in vitro; Potency, µM (titrated, usually from 28.9 µM), for inactives: at the highest dose activity, negative = inhibition, hits mostly inhibitors; 120,000 tested, 4.3% active; P. falciparum Dd2 growth, SYBR Green, 72 h; active means well fitted inhibition curve with a large enough effect; inconclusive means small, poorly fitted or top-dose-only effect; inactive means no such curve, though single readings can be large or run the other way;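 further: plate controls were DMSO vehicle for no effect and reference drug for full effect; nearly all actives have a fitted effect of over 65% in size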
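Readout: SYBR Green fluorescence, 485 nm excitation, 535 nm emission, after ~16 h lysis at 37C. Before that, Dd2-infected red cells (2.5% hematocrit) grew 72 h with compound, 29 uM top final concentration.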
Active calls of the source: *; i = inactive; ? = inconclusive; [ ] = another dose, or the depositor's remark. Potency means the concentration at half of the fitted maximal effect.

entry	compound	Pf Dd2 inh
1	Cn1c(CNC(=O)C2Cn3cccc3C(=O)N2Cc2cccnc2)nc2ccccc21 (stereo not drawn)	i
2	CCCn1c(C)cnc1CC1CCCN(C(=O)CCOC)C1 (stereo not drawn)	-12%
3	COC(=O)c1ccccc1NC(=O)c1nc(SCc2ccccc2C)ncc1Cl	31%[activator]
4	O=C(N1CCC(c2n[nH]c(=O)n2Cc2ccc(F)cc2)CC1)C1(c2ccccc2)CC1	?
5	CS(=O)(=O)Nc1ccc(C2(C(=O)NCc3ccc(Cl)cc3)CCCCC2)cc1	-23%
6	COc1ccc(Nc2nccc3c(=O)cc(-c4cn[nH]c4)oc23)cc1OC	?
7	COCC(=O)N1C[C@H](NC(=O)C(=O)c2cccn2C)[C@@H](C2CC2)C1	-8%
8	CCc1ccccc1NC(=O)c1cc2c(s1)CN(C(C)C)C2	?
9	O=C(NCc1ccccc1F)C(=O)NCC(c1ccco1)S(=O)(=O)c1ccccc1 (stereo not drawn)	2%
10	O=C1CN(C(=O)Cc2c[nH]c3ncc(-c4ccccc4)cc23)CCN1	-28%[44.1 µM]
11	Cc1ccc(-c2nc(C)c(CCNC(=O)c3cccs3)s2)cc1	-1%
12	CCc1ccc(C(=O)N2CCC(CC(=O)NCc3ccccc3)C2)cc1 (stereo not drawn)	i
13	COc1ccc(C2NC(=O)N(CC3CC3)C3=C2C(=O)OC3)cc1 (stereo not drawn)	-10%
14	CCCNC(=O)NC[C@H]1O[C@@H]2C[C@@H](CC(=O)NC(C)C)O[C@@H]2[C@@H]1O	19%[44.1 µM]
15	CCc1ccccc1Nc1ncnc2c1cnn2-c1ccc(Cl)cc1	7%
16	CCOc1ccccc1C(=O)NC1CCN(c2cc(C)cc(C)c2)C1=O (stereo not drawn)	?
17	CNC(=O)N1CCC(C2CCN(C(=O)c3cn[nH]c3)C2)CC1 (stereo not drawn)	10%
18	O=C1Nc2ccccc2O[C@H]2C[C@@H]1N(C(=O)Cc1ccccc1)C2	?
19	CCc1ccccc1NC(=O)Cn1c(N2CCCCC2)nc(C)c(C)c1=O	-23%
20	COc1ccc2c(Sc3ccccc3)c(C(=O)NCCCN3CCCCC3)[nH]c2c1	11µM*
21	Fc1cccc(NC2CCCN(Cc3cccn3-c3nccs3)C2)c1 (stereo not drawn)	?
22	O=C1Nc2ccc(-c3ccccc3)cc2C(=O)N2CCN(C(=O)c3cccnc3)C[C@H]12	-25%[44.1 µM]
23	O=C(C[C@@H]1O[C@H](CNC(=O)c2ccco2)[C@@H](O)[C@H]1O)NCc1ccc(F)cc1	-19%[44.1 µM]
24	CCN(C(=O)Cn1cccc1-c1nc(-c2ccc(OC)c(F)c2)no1)c1ccccc1	i
25	CC(C(=O)NCc1nnc2ccc(-c3ccccc3)nn12)c1ccccc1 (stereo not drawn)	-23%

In the list so far, these contain fluorine.
entry	compound	Pf Dd2 inh
4	O=C(N1CCC(c2n[nH]c(=O)n2Cc2ccc(F)cc2)CC1)C1(c2ccccc2)CC1	?
9	O=C(NCc1ccccc1F)C(=O)NCC(c1ccco1)S(=O)(=O)c1ccccc1 (stereo not drawn)	2%
21	Fc1cccc(NC2CCCN(Cc3cccn3-c3nccs3)C2)c1 (stereo not drawn)	?
23	O=C(C[C@@H]1O[C@H](CNC(=O)c2ccco2)[C@@H](O)[C@H]1O)NCc1ccc(F)cc1	-19%[44.1 µM]
24	CCN(C(=O)Cn1cccc1-c1nc(-c2ccc(OC)c(F)c2)no1)c1ccccc1	i

Continuation:
entry	compound	Pf Dd2 inh
26	O=C(O)Cn1nc(-c2ccccc2)nc1C1CC(=O)N(Cc2cccnc2)C1 (stereo not drawn)	-1%
27	CCc1ccc(NC(=O)N2CCC(Oc3ncccc3C(=O)N3CCOCC3)C2)cc1 (stereo not drawn)	?
28	O=C(NCc1ccc2c(c1)CCN2C(=O)c1ccc(F)cc1)c1ccco1	2.8µM*
29	Cc1cc(C)c(NC(=O)c2cc(S(=O)(=O)N3CCN(c4ccccc4F)CC3)ccc2F)c(C)c1	i
30	O=C(Nc1ccccc1)O[C@@H]1CO[C@H]2[C@@H]1OC[C@@H]2n1nnnc1SCc1ccco1	i
31	CC(=O)c1ccc(NC(=O)CSc2cn(CC(=O)N(C(C)C)C(C)C)c3ccccc23)cc1	i
32	O=C(c1cccnn1)N1CC(F)(F)C[C@H]1c1nc(C2CC2)no1	11%
33	Cc1ccncc1C(=O)N1C[C@@H](COc2ccccc2)[C@H](C(N)=O)C1	11%
34	Cc1nc2c(C(=O)NCCC(C)C)cnn2c(C)c1Cc1c(F)cccc1Cl	i
35	COCCN(CC1CC1)C(=O)c1ccc2nc(-c3ccc(F)cc3)cn2c1	-15%
36	CSc1ccc(-c2noc(-c3nnn4c3COC(c3ccc(Cl)cc3)C4)n2)cc1 (stereo not drawn)	i
37	COc1cccc([S+](=O)([O-])N2CCC(N3CCNC3=O)CC2)c1	14%
38	Cc1ccc(-c2nc(C(=O)NCc3ccc4c(c3)OCO4)no2)cc1	i
39	CC(=O)N1CCC2(C1)C(=NC1CCCC1)NC(=O)N2c1cccnc1 (stereo not drawn)	1%[44.1 µM]
40	O=C1NCCOCCN(C(=O)NCCc2ccccc2)[C@@H]2CCCC[C@H]12	13%
41	O=C(NCc1nnc2c(-c3nc(C4CC4)no3)cccn12)c1cccc(F)c1	i
42	O=C(C1CC1)N1CCC2(CC1)CN(c1ccccc1)C2=O	4%
43	O=C1CCN(S(=O)(=O)c2ccccc2)CCCN(C(=O)c2n[nH]c3ccccc23)CCN1	-18%
44	N#Cc1cccc(CN2CCc3nc(N4CCOCC4)[nH]c(=O)c3CC2)c1	i[5.79 µM]
45	Fc1ccc(Cc2nc3nccc(-c4cccnc4)n3n2)cc1	-11%
46	COc1ccc(-c2nc(C3CC3)nc3c2CN([S+](=O)([O-])c2cccs2)CC3)cc1	?
47	CC(C)c1nnc(C2CN(C(=O)Cc3ccc(Br)cc3)CC23CCOCC3)o1 (stereo not drawn)	13%
48	COc1cccc(N2CCN(S(=O)(=O)c3ccc4[nH]c5c(c4c3)CCCC5)CC2)c1	-28%
49	COc1ccccc1Nc1ncc2c(n1)CN(C(=O)c1cccc(O)c1)CCN2	-4%[44.1 µM]
50	CN1CCC(N2CCN(C(=O)c3ccncc3)CC2)C1=O (stereo not drawn)	-4%
51	CCn1c(CN(C)C)nnc1C1CCN(C(=O)CN(C)c2ccccc2)CC1	7%
52	Cc1cccc(C(=O)N2CCc3cc(CNC(=O)CCc4ccccc4)ccc32)c1	13%
53	COc1cc2nc(SCc3ccc(F)cc3)n3nc(CCn4c(C)nc5ccccc54)nc3c2cc1OC	?
54	N#Cc1cccc(CN2CCC3(CC2)COCCN3C(=O)OCc2ccccc2)c1	?
55	COc1cccc([S+](=O)([O-])N2CCn3cc(C(=O)N4CCOCC4)nc3C2)c1	5%
56	NC(=O)NCC(=O)NC1CCCN(c2nc3ccccc3s2)C1 (stereo not drawn)	-14%
57	CCOc1ccc(CCNC(=O)Cn2c(-c3cccs3)cc3ccccc32)cc1OCC	?
58	Cc1ccc2c(C(=O)O)cc(NC(=O)C3CCC3)cc2n1	i
59	COc1ccc(C(=O)N2CCCC3(CNc4ccccc4[S+](=O)([O-])N3)C2)cc1 (stereo not drawn)	6%
60	O=C1NCCCCCCN(C(=O)c2ccco2)[C@H]2C[C@H](c3nc(-c4cnccn4)no3)C[C@@H]12	?
61	O=C(NCC1COCCO1)c1ccc(CN2CCC(N3CCCC3)CC2)[nH]c1=O (stereo not drawn)	-7%
62	CCOCCCNC(=O)C(Cc1ccccc1)NS(=O)(=O)c1ccc2c(c1)c(=O)n(C)c(=O)n2C (stereo not drawn)	13%
63	Cc1nnc(-c2cc(-c3cccnc3)ccn2)n1CCN1CCOCC1	i
64	Cc1nc(C)c(C(=O)N2CCCCCNC(=O)[C@@H]3CCC[C@@H]32)s1	12%
65	CC(=O)c1ccc(NC(=O)N[C@H]2CO[C@H]3[C@@H]2OC[C@@H]3Nc2nccc(-c3ccco3)n2)cc1	i
66	Cc1c(-c2nc(-c3ccc4c(c3)OCO4)no2)nnn1-c1cccc(C(F)(F)F)c1	-9%
67	O=C(NCc1ccccc1Cl)[C@@H]1CNC[C@H]1COc1cccnc1	-7%
68	Cc1cc(OCCn2cc(C(=O)c3cccs3)c3ccccc32)ccc1Cl	?
69	O=C(NC1CCCCC1)N1CCC(c2noc(-c3ccccc3)n2)C1 (stereo not drawn)	i[5.79 µM]
70	Cc1c(C(=O)NCc2ccccc2Cl)sc2nc3n(c(=O)c12)CCC3	-19%
71	C[S+](=O)([O-])c1cccc(NC(=O)c2cnc3n2CCN(CCc2ccccc2)CC3)c1	20%
72	COc1cccc(CN2CCC(N3C(=O)C(OCC4CC4)C34CCCCC4)CC2)c1OC (stereo not drawn)	?
73	COc1cccc(NC(=O)N2CCc3nc4cc(-c5ccccc5Cl)[nH]n4c(=O)c3C2)c1	-9%[5.79 µM]
74	CCOCc1nc(C2CCCN(C(=O)c3ccc(C)s3)C2)no1 (stereo not drawn)	70%[activator]
75	CCOc1ccc(N(C)S(=O)(=O)c2cc(-c3cnc(C)o3)ccc2OC)cc1	?

The listing continues:
entry	compound	Pf Dd2 inh
76	Cc1cccc(CNC(=O)c2ccc3c(c2)c(C)c(C)n3Cc2ccccc2)c1	-3%
77	O=C(CN1C(=O)CSc2ccc(S(=O)(=O)N3CCCC3)cc21)Nc1cccc(Cl)c1	-25%
78	O=C1Nc2ccccc2CC12CCN(CC1CC1)CC2	?
79	COc1cccc(CNC(=O)C(Cc2ccccc2)NS(=O)(=O)c2ccc3c(c2)oc(=O)n3C)c1 (stereo not drawn)	-12%
80	COc1ccc(C2(C(=O)NC3CCCc4c3[nH]c3c(Cl)cccc43)CCOCC2)cc1 (stereo not drawn)	?
81	Cc1nc2c(c(-c3ccc(Cl)cc3)n1)CCN(C(=O)Nc1ccccc1)CC2	i
82	COc1ccccc1-c1onc(C)c1C(=O)NCCC(c1ccccc1)c1ccccc1	-19%
83	Cc1ccc(S(=O)(=O)Nc2c(C)nc3nc(C)[nH]n3c2=O)c(C)c1	21%
84	CCc1nc2nc(C)cc(Nc3ccc(OC)cc3OC)n2n1	-8%
85	COc1ccccc1OCCNC(=O)CCC[C@H]1NC[C@@H]2C[C@H]1CN(Cc1ccccc1)C2	-31%
86	Cc1ccc(-c2noc(-c3cccnc3NCc3ccc(Cl)cc3)n2)cc1	42%[activator]
87	Cc1ccc(C(=O)N2C[C@@H](CN3CCCN(C)CC3)[C@@H](CO)C2)nc1	-12%
88	CC1CCN(c2nc3ccc(C(=O)N4CCN(c5ccccc5)CC4)cc3s2)CC1	-5%
89	COc1ccccc1C(=O)Nc1ccc(C(=O)OCc2cc(=O)n3ccsc3n2)cc1	28%
90	O=C(Nc1ccc(F)cc1)C1CCN(c2nc3ccccc3nc2C(F)(F)F)CC1	-22%
91	COC(=O)c1cc2occc2n1Cc1nc(-c2cccc(Cl)c2)oc1C	20%
92	CN(C)C[C@@H]1CN(Cc2ccccn2)C[C@H]1NS(=O)(=O)c1cccc(C#N)c1	?
93	O=C(NCC1CCCO1)c1nnn2cc(-c3ccccc3)[nH]c(=O)c12 (stereo not drawn)	20%
94	CCN(C1CCOCC1)C1CN(C(=O)C2CCC2)C1	-15%
95	O=C(N[C@H]1CCN2C(=O)c3cc(-c4ccc(F)cc4F)ccc3NC(=O)[C@H]12)c1cnccn1	-14%
96	COCCCNC(=O)c1cc2cc(S(=O)(=O)N3CCCCC3)ccc2n1C	i
97	CN(CC1CCOC1)C(=O)NC1CCCCC1 (stereo not drawn)	i[5.79 µM]
98	COc1ccccc1N1CCN([C@@H]2[C@H](O)[C@H](CO)O[C@@H]2CNC(C)=O)CC1	-4%
99	Cc1nc(-c2ccc(S(=O)(=O)N(Cc3ccccc3)C(C)C)cc2)co1	7%
100	COc1ccc(Cc2nc3ccc(C(=O)NCCc4ccccc4)cc3o2)cc1	-11%
101	Cn1cc(C(=O)Nc2ccc(C#N)cc2)c2ccccc2c1=O	i
102	CCn1c(CN2CCCCC2)nc2cc(NC(=O)COc3ccc(C(C)(C)C)cc3)ccc21	8.9µM*
103	CN1CC(=O)N(C2CCC2)Cc2c1ncnc2N1CCCC1	13%[44.1 µM]
104	COC(=O)c1cccc(NC(=S)N[C@H]2CO[C@H]3[C@@H]2OC[C@@H]3n2nnnc2Oc2ccc3c(c2)OCO3)c1	?
105	CCOC(=O)c1cc(-c2ccccc2)n(CCC(=O)NCc2ccccc2Cl)c1C	i
106	Cc1ccc(O)c(NC(=O)c2nc3nc(C)cc(C(F)F)n3n2)c1	-20%
107	NCc1cccc(-c2ccccc2F)c1	11µM*
108	Cn1c(=O)cc(OCCCC(=O)Nc2ccc(F)cc2)c2ccccc21	50%[activator]
109	O=C1CN(C(=O)Nc2ccccc2C(F)(F)F)C(c2ccccc2)c2c(sc3c2CCCC3)N1 (stereo not drawn)	?
110	CC(C)NC(=O)Nc1ccc([C@H]2OCC(=O)N[C@@H]2CO)cc1	i
111	CC(=O)Nc1ccccc1-c1nccc2c(=O)cc(N(C)C3CCOCC3)oc12	-7%[44.1 µM]
112	O=C(NCCO)C(=O)Nc1c2c(nn1-c1ccc(F)cc1)CSC2	15%
113	O=C(NCc1cc2n(n1)CCNC2)c1cc2c(s1)CCCCC2	-11%
114	CC(=O)N1CCc2cc(CNS(=O)(=O)c3ccc(Br)s3)ccc21	11%

A stretch taken from the entries so far:
entry	compound	Pf Dd2 inh
112	O=C(NCCO)C(=O)Nc1c2c(nn1-c1ccc(F)cc1)CSC2	15%
113	O=C(NCc1cc2n(n1)CCNC2)c1cc2c(s1)CCCCC2	-11%
114	CC(=O)N1CCc2cc(CNS(=O)(=O)c3ccc(Br)s3)ccc21	11%

These rows are one share of the data; count on the stated rates, not on these rows.
